STK33 kinase inh = inhibitors of human STK33 kinase; inhibition, % at 10 µM; 320,000 tested, 0.073% active; AID 2661; purified STK33, MBP phosphorylation, ADP-Glo luminescence;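 active = inhibition at or above 25%, using the most active replicate where run in duplicate; inactive = inhibition below 25%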
Kir21 inh = inhibitors of mouse Kir2.1 inward-rectifier potassium channel; P35561; HEK293-Kir2.1, FluxOR thallium flux fluorescence; hits give low values; B-score at 10 µM; 310,000 tested, 0.85% active; AID 1672;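 active = fluorescence ratio B-score at or below minus 3 SD of library scores, with starting-brightness B-score within 2 SD, cut at about -4.2 in these data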;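 note: channel flux triggered by added potassium and thallium sulfate stimulus; B-score of peak minus minimum fluorescence over baseline after thallium stimulus; more negative B-score means stronger Kir2.1 block with less thallium influx; some compounds called inactive have numbers as strong as hits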
KCNQ2 block = KCNQ2 channel blockers in CHO-K1 cells – cell-based, FluxOR thallium flux, B-score, primary screen (AID 2156) | 20 min; hits give low values | B-score at 10 µM | 310,000 tested, 1.1% active | O88943;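 active = fluorescence ratio B-score at most minus 3 library SDs, with starting brightness B-score within 2 library SDs, cut at about -5.5 in these data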
Target sequence (O88943 whole entry, looked up): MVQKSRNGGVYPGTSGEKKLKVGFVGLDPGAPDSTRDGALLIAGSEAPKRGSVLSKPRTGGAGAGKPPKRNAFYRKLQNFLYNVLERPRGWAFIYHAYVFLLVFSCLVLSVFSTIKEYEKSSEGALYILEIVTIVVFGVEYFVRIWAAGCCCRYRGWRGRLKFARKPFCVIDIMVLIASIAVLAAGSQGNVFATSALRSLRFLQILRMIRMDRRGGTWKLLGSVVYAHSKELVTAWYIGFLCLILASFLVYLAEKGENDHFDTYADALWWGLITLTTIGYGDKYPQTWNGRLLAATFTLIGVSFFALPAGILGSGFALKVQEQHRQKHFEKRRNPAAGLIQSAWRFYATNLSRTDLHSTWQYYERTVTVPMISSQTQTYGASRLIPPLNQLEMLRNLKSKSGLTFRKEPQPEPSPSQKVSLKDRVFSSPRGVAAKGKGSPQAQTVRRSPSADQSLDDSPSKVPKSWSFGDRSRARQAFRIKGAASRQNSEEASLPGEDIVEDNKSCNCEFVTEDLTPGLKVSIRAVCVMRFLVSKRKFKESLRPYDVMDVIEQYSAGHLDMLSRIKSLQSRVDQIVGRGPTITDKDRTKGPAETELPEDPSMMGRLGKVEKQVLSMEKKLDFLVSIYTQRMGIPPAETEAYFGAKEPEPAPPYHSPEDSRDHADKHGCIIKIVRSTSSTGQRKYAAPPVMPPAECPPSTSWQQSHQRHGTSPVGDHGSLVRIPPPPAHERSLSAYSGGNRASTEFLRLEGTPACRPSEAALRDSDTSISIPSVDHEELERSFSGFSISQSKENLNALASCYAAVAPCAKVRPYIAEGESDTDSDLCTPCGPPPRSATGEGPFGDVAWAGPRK
Starred values were filed as active, the others as inactive; i = inactive; x = no result given. The order is random; 1.9% or so of the library scored in one or more.

Results follow in this order: Kir21 inh | KCNQ2 block | STK33 kinase inh
- O=S(=O)(Cc1cc(Cl)nc(-c2ccccc2)n1)c1ccccc1
 : -1.7 | i | -1.4
- Cc1cc(N2CCOCC2)ccc1/C=C1\NC(=O)N(Cc2ccccc2F)C1=O
 : -1.8 | i | -1.1
- CCN(C(=O)N1CCOCC1)c1ccccc1
 : -0.86 | i | x
- Cc1ccc(C)c(-c2ccc(=O)n(Cc3c(F)cccc3Cl)n2)c1
 : -0.8 | i | -1.0
- O=C(NCCCNC(=O)c1ccco1)c1ccc(Cl)c(Cl)c1
 : 0.2 | i | -2.3
- O=C(NCc1cccnc1)C1COc2ccccc2O1 (stereo not given)
 : -0.3 | i | x
- CCN(CC)S(=O)(=O)c1ccc(Cl)c(NC(=O)COc2ccc(OC)cc2)c1
 : -0.78 | i | -1.7
- COCCn1c(SCC(=O)NCC2CCCO2)nc2c(c1=O)SC(C)C2 (stereo not given)
 : -0.4 | i | -0.1
- COc1ccc(S(=O)(=O)N2CCCC(C(=O)Nc3cccc(C(C)=O)c3)C2)cc1 (stereo not given)
 : -0.03 | i | 0.2
- CC1CCN(C(=O)COC(=O)c2cccc(NS(=O)(=O)c3ccccc3)c2)CC1
 : -0.41 | i | -2.9
- O=C(N/N=C/c1ccccc1)c1ccc(-c2ccccc2)cc1
 : 0.91 | i | -1.3
- Cc1nn(Cc2noc(C(=O)NCCc3ccccn3)n2)c(C)c1Br
 : 1.9 | i | -0.5
- NC(=O)C1CCN(C(=O)c2cnn(-c3ccccc3)c2NC(=O)c2ccco2)CC1
 : 0.3 | i | 0.3
- Cc1ccc(OCCCC(=O)Nc2ccc(N3CCOCC3)cc2)cc1
 : -0.22 | i | -0.5
- Cc1cc(C)c(N=Cc2c(O)n(-c3nccs3)c(=O)c3ccccc23)c(C)c1
 : 0.71 | i | -1.3
- Cc1cc(C(=O)Nc2ccccc2C(=O)O)c(C)o1
 : 1.3 | i | 0.5
- O=C(C1CCCCC1)N1CCCC(c2nc(-c3ccc(F)cc3)no2)C1 (stereo not given)
 : -0.88 | i | -1.0
- CN(CC(=O)NCc1ccc(F)cc1)S(=O)(=O)c1cccc2nsnc12
 : -0.82 | i | -1.3
- COC(=O)c1cn(Cc2ccccc2C)nn1
 : 3.2 | i | -0.7
- CC(=O)N(C)c1ccc(NC(=O)C(Sc2ccccc2)c2ccccc2)cc1 (stereo not given)
 : -1.2 | i | 0.0
- CC(=O)c1c(O)cc(C)n(Nc2nc(C)cc(C)n2)c1=O
 : -0.01 | i | -0.8
- COc1cc(CN2CCC(CO)(CCOc3ccccc3)CC2)cc(OC)c1
 : -1.3 | i | 0.6
- N#CC1(NC(=O)CSc2nnc(-c3ccccc3F)n2N)CCCCC1
 : -1.9 | i | -1.9
- Nc1nc(F)cc(NCc2ccccc2)n1
 : 0.18 | i | -0.3
- Brc1cccc(CNCc2cccs2)c1
 : -0.5 | i | -2.6
- COc1ccc(-n2c(Cc3cccn3C)nnc2SCC(=O)N2CCCc3ccccc32)cc1
 : -1.5 | i | -1.1
- CC(C)c1nnc(NC(=O)C2CCN(C(=O)c3ccco3)CC2)s1
 : 1 | i | -5.1
- CCOC(=O)CN(C(=O)CSc1nnc(-c2ccc(OC)c(OC)c2)o1)c1ccccc1
 : 0.6 | i | -1.7
- Cc1cccc(NC(=O)CSc2nnc(Cn3nnc(-c4ccccc4)n3)n2-c2ccccc2)c1
 : 0.36 | i | -0.2
- CCCOC(=O)Oc1ccc2c(=O)c(Oc3cc(C)cc(C)c3)coc2c1
 : 0.03 | i | -0.6
- CC(/C=N/NC(=O)c1cccc(F)c1)=C\c1ccccc1
 : 0.22 | i | -0.2
- C=CCOC(=O)C1=C[C@H](c2ccc(Br)cc2)C[C@H](OCc2ccc(CO)cc2)O1
 : 0.01 | i | -1.1
- Cc1ccc(Sc2ccc(NC(=O)CCl)cc2)cc1C
 : -0.66 | i | -1.9
- Cc1c(Cl)cccc1N=c1c([N+](=O)[O-])nn(-c2ccccc2)n1O
 : 0.26 | i | -0.8
- CCOC(=O)c1cc(=O)n(-c2ccc(Cl)cc2C)[nH]1
 : -2.5 | i | -0.1
- CC(=O)Oc1ccc(-n2c(=O)c3ccccc3c3ccccc3c2=O)cc1
 : 1.6 | i | 0.3
- O=C(O)CCNC(=O)c1ccc(N=Nc2ccc(O)c(C(=O)O)c2)cc1
 : 0.59 | i | x
- O=C(c1cccnc1)N1CCN(C(=O)c2ccccc2F)CC1
 : 0.88 | i | -2.5
- CN1C[C@@H]2C(c3ccc(C(F)(F)F)cc3)C3(c4ccc(C#N)cc4)CC2(C3)[C@H]1c1ccccc1 (stereo not given in full)
 : 0.21 | i | 0.1
- CC(=O)Nc1ccc(S(=O)(=O)NCCSc2ccccn2)cc1
 : -0.86 | i | -0.3
- COC(=O)c1ccc(/C=C/C(=O)c2ccc(OC)c(OC)c2)cc1
 : -0.37 | i | -0.2
- Cc1cccc2nc(CSc3nc4[nH]ncc4c(=O)n3-c3cccc(Cl)c3)cc(=O)n12
 : 3.2 | i | 0.1
- CCOC(=O)C1CCN(S(=O)(=O)c2c(C(=O)N3CCCCC3)c(C)n(C)c2C)CC1
 : 1.7 | i | 0.5
- Cc1ccc(NC(=O)C2CCN(C(=O)N3CCOc4ccccc43)CC2)cc1
 : -1.6 | i | 0.2
- COc1ccc(CCNC(=O)c2nonc2N)cc1OC
 : -1.6 | i | -1.0
- CN(C)S(=O)(=O)Oc1ccsc1C(=O)Nc1ccc(Cl)c(Cl)c1
 : 0.48 | i | -0.9
- N#Cc1cccc(NC(=O)CSc2nnc(-c3n[nH]c4ccccc34)o2)c1
 : -2.2 | i | 6.4
- Cc1cccc(-c2cccc(NC(=O)C3CCCN(Cc4cccnc4)C3)c2)c1 (stereo not given)
 : -0.77 | i | -0.2
- O=C(Oc1ccc2c(c1)OCO2)c1ccc(F)cc1Cl
 : 1.3 | i | -0.8
- CCn1cnc2scc(-c3ccc(C)c(C)c3)c2c1=O
 : 0.29 | i | 1.4
- CCc1nnc(NC(=O)C2CCC(CNc3c(N4CCC(C)CC4)c(=O)c3=O)CC2)s1 (stereo not given)
 : -2.1 | i | -0.2
- CCOc1ccccc1N(CC(=O)Nc1ccc(OC)cc1)S(=O)(=O)c1ccccc1
 : -0.36 | i | -1.3
- COc1ccc(C(C)=O)cc1CSc1nnc(Nc2c(C)cccc2C)s1
 : -2.4 | i | -0.8
- CC(C)C(C)(C#N)NC(=O)CSc1nc2scc(-c3ccco3)c2c(=O)n1-c1ccccc1 (stereo not given)
 : 0.51 | i | -0.1
- CCCCOc1ccccc1NC(=O)c1ccco1
 : 0.52 | i | 1.8
- Cc1nc(C(=O)O)nn1-c1ccc([N+](=O)[O-])cc1
 : -1.4 | i | -0.8
- CCOC(=O)CCSc1cc(C)c2ccccc2n1
 : 0.57 | i | 1.4
- CCSC1=C(C#N)C2(CCCCC2)C(C#N)C(=O)N1 (stereo not given)
 : -0.09 | i | -1.0
- COc1cn(-c2ccccc2)nc1C(=O)NCc1ccccc1
 : -0.26 | i | -3.0
- CCN(CC(=O)Nc1ccc(OC)cc1)C(=O)c1cc(S(=O)(=O)N2CCOCC2)ccc1N1CCCC1
 : 0.9 | i | -1.0

(continued)
Results follow in this order: Kir21 inh | KCNQ2 block | STK33 kinase inh
- N#C/C(=C\c1c(N2CCC(C(N)=O)CC2)nc2ccccn2c1=O)S(=O)(=O)c1ccc(Cl)cc1
 : 0.01 | i | 0.4
- CC(=O)Nc1ccc(S(=O)(=O)N2CCC3(CC2)OCCO3)cc1
 : -0.38 | i | -1.6
- OC1CCCN(CC(O)c2ccccc2)C1 (stereo not given)
 : -2.6 | i | -1.3
- CCOC(=O)c1sc2nc(C)nc(NC3CCC(O)CC3)c2c1C (stereo not given)
 : -0.03 | i | 0.0
- O=C(NCC(=O)N(c1cnc2ccccc2c1)C(C(=O)NC1CCCC1)c1ccncc1)c1ccco1 (stereo not given)
 : 0.11 | i | -1.0
- CCN(CC(=O)Nc1ccc(NC(C)=O)cc1)C(=O)c1c(-c2c(F)cccc2Cl)noc1C
 : 0.21 | i | -0.2
- COc1ccc(C2C(C(=O)N3CCCC3)c3cc(OC)c(OC)cc3C(=O)N2C)cc1 (stereo not given)
 : 0.06 | i | 0.2
- Fc1ccc(-c2cn(-c3ccccc3)c3[n+]2CCS3)cc1
 : 0.35 | i | 0.1
- Cc1nc2ccccn2c1C(=O)N/N=C/c1ccc([N+](=O)[O-])o1
 : -2.2 | i | 3.8
- CC(C)NS(=O)(=O)c1ccc(OCC(=O)NCc2ccccc2)cc1
 : 0 | i | 2.2
- Cc1ccccc1CC1(CO)CCCN(Cc2c(C)nn(C)c2Cl)C1 (stereo not given)
 : -1.8 | i | -1.8
- Cc1cc(C)n(-c2cc(N3CCN(S(=O)(=O)c4ccc(Br)cc4)CC3)ccc2[N+](=O)[O-])n1
 : -0.32 | i | 0.5
- CCc1c(C)c(C#N)c2nc3ccccc3n2c1-n1nc(C)cc1C
 : 0.04 | i | -1.5
- CC(C)N1CCN(c2ccc(S(=O)(=O)N3CCOCC3)cn2)CC1
 : -0.57 | i | 0.2
- COc1ccc(C(=O)NNC(=O)c2snnc2C)cc1
 : 0.06 | i | -0.7
- Cc1ccc(CNC(=O)CSc2nc(C)cs2)cc1
 : -0.76 | i | -2.9
- O=C(Nc1nnc(SCc2ccc(F)cc2)s1)C1CC(=O)N(c2ccc3c(c2)OCCO3)C1 (stereo not given)
 : 1.1 | i | -1.8
- Cc1ccc(N2C(=O)CC(Sc3ncn[nH]3)C2=O)cc1C (stereo not given)
 : 0.29 | i | 0.7
- O=C(Nc1nnc(-c2cccs2)o1)C1CC1
 : -1.9 | i | -0.4
- Cc1onc(-c2ccc(Cl)cc2Cl)c1-c1csc(N/N=C/c2ccccc2Cl)n1
 : -0.48 | i | 1.1
- NC1=NC(=O)/C(=C/c2cccc(F)c2)S1
 : -0.44 | i | -2.3
- O=C(CCl)Nc1cccc(Oc2ccccc2)c1
 : -0.47 | i | -2.7
- c1ccc2c(c1)N1CCCN=C1N2CCN1CCCCC1
 : -2.1 | i | -0.7
- COc1ccc(NC(=S)N2CCC(NC(=O)c3ccc(OC)cc3)CC2)cc1
 : 0.04 | i | -1.6
- CC1(/[N+]([O-])=C/c2ccc(Cl)cc2Cl)CCCCC1=O (stereo not given)
 : 1.5 | i | -0.1
- CCCN(Cc1nnc(-c2ccccc2Cl)o1)C(=O)c1cc(S(=O)(=O)N2CCOCC2)ccc1F
 : 1.1 | i | -1.1
- CCOc1ccc2nc(NC(=O)CSc3nc(-c4ccccc4)c(C#N)c(=O)[nH]3)sc2c1
 : -0.07 | i | x
- CCN(CC)CCCNc1nc(SC)nc2sc3c(c12)CCN(C)C3
 : 2 | i | 4.4
- NC(=O)c1ccc(NC(=O)CSC2=Nc3ccccc3C3CC=NN23)cc1 (stereo not given)
 : -0.18 | i | -0.7
- Cc1cc(C)c(S(=O)(=O)n2cnc3ccccc32)c(C)c1
 : -0.88 | i | -1.8
- Cc1c(Cl)cccc1NC(=O)Cc1ccc([N+](=O)[O-])cc1
 : 0.16 | i | -1.3
- CNC(=O)c1cc2cc(Cc3ccccc3Cl)ccc2oc1=O
 : -2 | i | -1.2
- Cc1scc(C(=O)N/N=C/c2ccc(OC(C)C)cc2)c1C
 : 0.77 | i | -1.2
- O=C(CCS(=O)(=O)c1cccc2nsnc12)NC1CCCCCC1
 : 0.04 | i | 2.3
- Cc1cccc(NS(=O)(=O)c2nnc(NC(=O)CC(C)C)s2)c1
 : -0.18 | i | 1.1
- CCN(CC)S(=O)(=O)c1cccc(C(=O)N/N=C/c2ccc([N+](=O)[O-])o2)c1
 : 0.35 | i | 1.6
- COc1ccc(NC(=O)c2cncn2-c2ccccc2)cc1
 : 0.97 | i | -0.5
- CCCNC(=O)NCCc1ccncc1
 : -0.55 | i | -1.8
- CCN(CC)C(=O)N1CCn2c(nc3ccccc32)C1
 : 0.61 | i | -1.2
- C=CCNC(=O)CSc1nnc(-c2ccccn2)n1Cc1ccccc1
 : -1.4 | i | -0.2
- Cc1cc(-c2nnc(-c3cccc(Cl)c3)o2)no1
 : 1.6 | i | -4.0
- O=C1c2oc3ccccc3c(=O)c2C(c2cccc(F)c2)N1CCCO (stereo not given)
 : 0.4 | i | -0.8
- CCc1cccc2c(C(=O)CSc3nnc(-c4ccoc4C)n3C)c[nH]c12
 : -0.03 | i | -1.8
- O=C(NC(=S)NCCO)c1sc2ccccc2c1Cl
 : 0 | i | -1.1
- COc1cccc(C2CC(c3cccs3)=NN2S(C)(=O)=O)c1 (stereo not given)
 : -0.1 | i | -0.6
- CN(C)c1ccnc2sc3c(SCc4ccc(Cl)cc4)ncnc3c12
 : 0.02 | i | -1.2
- CCC(Sc1ncccc1C(=O)OC(C)C)C(=O)N1CCOCC1 (stereo not given)
 : 0.67 | i | -1.4
- COc1ccccc1OC(C)C(=O)N1CCN(Cc2ccc3c(c2)OCO3)CC1 (stereo not given)
 : 0.81 | i | -0.6
- CC(C)c1ccc(CN2C(=O)NC3(CCCCCC3)C2=O)cc1
 : 0.04 | i | -1.5

Compound activity as filed in PubChem.
